TDP-43 yeast inh – TDP-43 toxicity inhibition in yeast | Potency, µM (doses to about 46.1 µM), inactives show top-dose growth rescue (activation), usual class: activators | TDP-43 expressing yeast growth rescue, BacTiter-Glo, 24 h | hit rate 1.8% among 410,000; also: potency is read from the fitted curve at half-maximal effect; % of control where 0% means no effect; nearly all actives have a fitted effect of over 50% in size
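Luminescence from BacTiter-Glo reports growth of TDP-43-expressing yeast after 24 hr at 30 deg C with compound. Cells were raffinose-pregrown to mid-log, then seeded in galactose medium at OD600=0.02.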
KB-V1 MDR tox – KB-V1 MDR subline cytotoxicity; KB-V1 MDR cells viability, CellTiter-Glo, 72 h; Potency, µM (top dose mostly 46.1 µM), inactives show at the highest dose activity change, negative = cytotoxicity, usual class: cytotoxic; hit rate 3.4% among 400,000; also: potency is read from the fitted curve at half-maximal effect; % is scaled to controls: 0 for no effect and ±100 for the full control effect; nearly all actives have a fitted effect of over 60% in size
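Following 72 h at 37 degrees C with compound, KB-V1 cell viability was read by CellTiter-Glo luminescence, medium being phenol-red-free DMEM plus 10% FBS; concentration-response parameters came from normalized, curve-fitted qHTS data.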
HEK293 tox – cytotoxicity counter-screen for GLP-1 receptor inverse agonists. HEK293 cAMP-luciferase reporter cells, luminescence, 24 h. Potency, µM (series often up to 38.3 µM), without a hit: at the top dose activity change, negative = inhibition, usual class: inhibitors. hit rate 0.13% among 410,000. AID 624418;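 also: loss of luciferase light is scored as toxicity; potency is read from the fitted curve at half-maximal effect; % is scaled to controls: 0 for no effect and ±100 for the full control effect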
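A 23 nL compound transfer followed 12 hours of cell culture at 37 deg C; exposure then lasted 24 hr. Luciferase assay detection reagent was dispensed and plates read for luminescence after a 12 min room-temperature wait.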
aSyn yeast inh – alpha-synuclein toxicity inhibition in yeast | hit rate 0.14% among 370,000 | AID 652106 | Potency, µM (top dose mostly 46.1 µM), without a hit: top-dose growth rescue (activation), usual class: activators | Yeast expressing alpha-synuclein, growth rescue, BacTiter-Glo, 24 h; also: potency is read from the fitted curve at half-maximal effect; % of control where 0% means no effect; nearly all actives have a fitted effect of over 65% in size
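Rescue of yeast growth: cells expressing toxic alpha-synuclein, induced in galactose at OD600 0.02, incubated with compound 24 h at 30 C. ATP luminescence quantified growth; inhibitors of toxicity appear as activators.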
PTHR1 ag – PTHR1 (human) receptor agonism. Q03431. HEK293 GP2 PTHR1 cells, GloSensor cAMP luminescence, 1 h. Potency, µM (highest dose often 115 µM), inactives show top-dose activation, actives largely listed as activators. hit rate 0.075% among 410,000; also: potency is read from the fitted curve at half-maximal effect; nearly all actives have a fitted effect of over 55% in size; some results filed as inactive show a strong effect at the top dose; inactives centre near -15; many of its hits are not listed in these tables
Target sequence (Q03431 whole entry, looked up): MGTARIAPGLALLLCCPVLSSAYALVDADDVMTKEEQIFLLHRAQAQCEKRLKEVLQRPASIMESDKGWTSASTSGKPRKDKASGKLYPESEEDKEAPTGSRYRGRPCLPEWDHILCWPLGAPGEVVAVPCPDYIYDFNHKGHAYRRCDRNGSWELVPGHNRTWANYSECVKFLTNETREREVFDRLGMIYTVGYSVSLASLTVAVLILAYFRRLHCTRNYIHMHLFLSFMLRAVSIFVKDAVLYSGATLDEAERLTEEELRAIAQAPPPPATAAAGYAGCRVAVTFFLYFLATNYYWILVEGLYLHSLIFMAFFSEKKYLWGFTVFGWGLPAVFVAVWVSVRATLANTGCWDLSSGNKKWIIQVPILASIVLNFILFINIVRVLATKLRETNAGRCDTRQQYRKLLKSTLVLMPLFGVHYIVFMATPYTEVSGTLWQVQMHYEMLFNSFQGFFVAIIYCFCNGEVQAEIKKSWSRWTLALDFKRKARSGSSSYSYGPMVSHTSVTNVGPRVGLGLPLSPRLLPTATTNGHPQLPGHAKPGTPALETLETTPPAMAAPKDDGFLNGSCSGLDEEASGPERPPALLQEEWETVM
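HEK-293-derived GP2 cells expressing PTHR1 and a GloSensor cAMP reporter, 3,000/well, plated overnight, given luciferin plus IBMX (each 0.5 mM as added) for 1 h at 37 °C, then compound for 1 h at 37 °C. Luminescence was read after 15 min at room temperature.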
DRD3 antagonist – D3 dopamine receptor (human) antagonism; D3R cells, DiscoveRx beta-arrestin luminescence, antagonist mode; hits give low values; max response, negative = inhibition, %; hit rate 2.5% among 360,000; AID 652054; in the data active = max response below about -50%; inconclusive = no clear call, values can overlap the other calls; also: % is scaled to controls: 0 for no effect and ±100 for the full control effect; mostly tested at two doses, the higher about 12 µM
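Cells expressing the human receptor were seeded at 1500 cells/well, incubated overnight at 37 degrees C in 5% CO2, then exposed to library compounds with dopamine controls for 90 minutes at 37 degrees C before luminescent detection.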
GLP-1R agonist – agonists of human GLP-1 receptor; P43220; Potency, µM (series often up to 45.6 µM), inactives show at the highest dose activation, actives largely listed as activators; HEK293 GLP-1R CRE-luciferase, luminescence, 4-6 h; cells express a hypersensitive GLP-1R form; hit rate 0.007% among 380,000; also: potency is read from the fitted curve at half-maximal effect; % of control where 0% means no effect
Target sequence (P43220 whole entry, looked up): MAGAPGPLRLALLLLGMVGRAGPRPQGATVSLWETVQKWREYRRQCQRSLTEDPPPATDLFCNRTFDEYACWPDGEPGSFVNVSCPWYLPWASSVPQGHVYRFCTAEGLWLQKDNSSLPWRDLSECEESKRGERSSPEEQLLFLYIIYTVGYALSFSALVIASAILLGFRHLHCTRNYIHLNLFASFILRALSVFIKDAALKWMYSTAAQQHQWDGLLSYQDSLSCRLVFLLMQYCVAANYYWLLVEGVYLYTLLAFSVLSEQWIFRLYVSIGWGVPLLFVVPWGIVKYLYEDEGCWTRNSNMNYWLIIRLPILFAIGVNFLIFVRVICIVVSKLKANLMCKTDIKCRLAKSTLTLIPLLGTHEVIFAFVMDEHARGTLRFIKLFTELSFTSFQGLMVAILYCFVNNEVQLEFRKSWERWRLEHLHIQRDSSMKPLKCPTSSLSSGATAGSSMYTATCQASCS
D3 ag – D3 dopamine receptor (human) agonism; P35462; D3R DiscoveRx beta-arrestin cells, luminescence, 90 min; max activation, %; hit rate 0.58% among 410,000; AID 652048; in the data active = max activation above about 30%; also: 0% is about no effect; mostly tested at two doses, the higher about 12 µM
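Cells at 1500/well, incubated overnight, then treated with pinned compounds (dopamine as control) for 90 min at 37 degrees C. DiscoveRx reagent added for 30 - 60 minutes at room temperature; luminescence read.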
GLP1R inv ag – acts as inverse agonist at human GLP-1 receptor; P43220; HEK293 GLP-1R CRE-luciferase, luminescence, 24 h; GLP-1R form is constitutively active; Potency, µM (titrated, usually from 38.3 µM), without a hit: at the top dose activity change, negative = inhibition, actives largely listed as inhibitors; hit rate 1.6% among 410,000; also: potency is read from the fitted curve at half-maximal effect; % is scaled to controls: 0 for no effect and ±100 for the full control effect; nearly all actives have a fitted effect of over 55% in size
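Readout was luciferase luminescence, measured 12 min after detection reagent at room temperature. Beforehand, GLP-1R reporter HEK293 cells had sat 12 h, then received compounds for 24 hr at 37 deg C.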
An asterisk follows results filed as active; i = inactive; ? = inconclusive; . = not tested or not shown; [ ] = remark or other dose. Unless noted, calls follow the shape of the dose curve; as a rule, active = well fitted curve in the direction sought with a large enough effect; inconclusive = small, poorly fitted or top-dose-only effect, or another doubt; inactive = no such curve, though single readings can be large; an effect the other way counts as inactive or inconclusive. These rows are one share of the data (hit frequency here may not be typical).

SMILES	TDP-43 yeast inh	KB-V1 MDR tox	HEK293 tox	aSyn yeast inh	PTHR1 ag	DRD3 antagonist	GLP-1R agonist	D3 ag	GLP1R inv ag
Cc1ccc(OCC(=O)NCC2(N3CCN(C)CC3)CCCCC2)cc1C	-6%	.	-48%	.	4%	.	.	-25	11%
CCOc1ccc(NS(=O)(=O)c2ccc(NC(=S)NC(=O)CC(C)C)cc2)cc1	?	?	?	13%	-9%	-16	0%	-15	?
COc1ccccc1N1CCN(C(=O)c2cn(-c3ccccc3)nc2-c2cccnc2)CC1	-13%	-22%	-29%	1%	-69%[inhibitor]	-15	8%	-5	-1%
CCOc1ncccc1C(=O)Nc1ccc(F)c(Cl)c1	14%	22%	-1%	1%	i	11	-4%	3	33%[activator]
COc1ccc(CNC(=O)COC(=O)c2ccc(OCC3CCCO3)cc2)cc1 (stereo not given)	14%	?	-31%	1%	-17%	14	9%	-2	-10%
CCN1CCN(CCc2nc3cc([N+](=O)[O-])ccc3n2C)CC1	-1%	-20%	?	-4%	i	-15	0%	-6	-9%
O=C(O)Cn1nnc(-c2ccc(OCc3cccc(C(F)(F)F)c3)cc2)n1	21%	21%	1%	.	i	.	.	1	10%
CC(C)CC(=O)Nc1ccc(S(=O)(=O)N2CCCC2)cc1	11%	18%	3%	-1%	-10%	-1	5%	-3	14%
CCOc1ccc(-c2nnn(CC(=O)NCc3cccs3)n2)cc1	0%	-21%	6%	-1%	-19%[57.5 µM]	9	7%	2	1%
O/N=C(/c1ccc(F)cc1)C1CC1c1c(F)cccc1Cl (stereo not given)	?	-5%	?	-27%	-18%	-2	25%	13	?
Cc1c(C(=O)N(Cc2cccc(Br)c2)C2CCS(=O)(=O)C2)oc2ccc(F)cc12 (stereo not given)	-2%	-10%	-12%	18%	-2%	1	-3%	-12	22µM*
CCCCC(=O)NS(=O)(=O)c1ccc(N=NN2CCOCC2)cc1	0%	7%	-3%	1%	-7%	0	-2%	-28	11%
O=C(NCCS(=O)(=O)N1CCN(c2ccccc2)CC1)c1cc(=O)c2ccccc2o1	4%	-17%	-6%	1%	-54%[inhibitor]	10	-2%	2	-1%
CC(Cl)C(=O)NNC(=O)CNS(=O)(=O)c1ccccc1 (stereo not given)	-1%	6%	1%	-7%	i	3	5%	0	-1%
CCc1ccc(NC(=O)CN2C(=O)CSc3ccc(S(=O)(=O)N(C)C)cc32)cc1	18%	6%	-4%	.	-10%	.	.	2	?
CCc1nn2cc(-c3ccccc3)nc2s1	?	-13%	-5%	-11%	-26%	8	-15%	-8	5.6µM*
CCn1cc(C(=O)N2CC(C)CC(C)C2)c(=O)c2cc(S(=O)(=O)N3CCOCC3)ccc21 (stereo not given)	-2%	5%	1%	3%	i	-13	1%	1	8%
O=c1cc(CN2CCN(S(=O)(=O)/C=C/c3ccccc3)CC2)c2ccc(O)cc2o1	4%	?	180%[activator]	-10%	i	-9	-1%	-4	?
O=C(NCc1ccccc1)C1CCCN(C(=O)Nc2ccccc2)C1 (stereo not given)	12%	9%	5%	3%	i	-26	-7%	0	-7%
COc1ccc2c(c1)N(C)C(=O)CC(c1ccccc1)=N2	?	-20%	-19%	0%	i	0	1%	6	-5%
CCCCC(=O)N(C)c1c(C)nc2ccc(C(=O)Nc3cccc(NS(C)(=O)=O)c3)cn12	-9%	-1%	3%	12%	-9%	22	-2%	2	31%
c1ccc(Cc2cc[n+](Cc3ccccc3)cc2)cc1	-16%	2%	2%	9%	i	-28	4%	-13	0%
COc1ccc(CNC(=O)C2CCN(Cc3nc(-c4ccc(Cl)cc4)oc3C)CC2)cc1	9%	0%	-3%	.	-34%[inhibitor]	.	.	4	8%
O=C(NNc1nc(-c2ccccc2)cs1)c1ccccc1	28%	16µM*	-7%	-10%	-23%	-18	-5%	-3	-10%
CN(C)S(=O)(=O)c1cccc(NC(=O)COC(=O)/C=C/c2cccs2)c1	-4%	15%	-4%	3%	i	5	-1%	-6	-21%
COc1ccc(OC(C)C(=O)NC(C)c2ccccc2)cc1 (stereo not given)	9%	0%	7%	-14%	-9%	-4	-3%	0	-29%
OC[C@@H]1CN(Cc2cccc(C(F)(F)F)c2)C[C@H](n2cnc3c(NCc4ccco4)ncnc32)O1	-11%	5%	-3%	3%	-14%	9	1%	4	-11%
Cc1ccc(N2CCN(C(CCc3ccccc3)C(=O)Nc3c(C)cccc3C)CC2)cc1 (stereo not given)	-5%	?	2%	6%	-8%	7	.	5	4%
CC(C)Oc1ccc(CNC(=O)CCCn2c(=O)c3cccn3c3cccnc32)cc1	2%	.	-12%	.	-17%	.	.	-20	3%
CC(C)c1ccc(NC(=O)C2CCCN(S(=O)(=O)c3cnc[nH]3)C2)cc1 (stereo not given)	-11%	12%	-8%	0%	-21%	29	2%	-2	?

Looked up by structure from above:
SMILES	TDP-43 yeast inh	KB-V1 MDR tox	HEK293 tox	aSyn yeast inh	PTHR1 ag	DRD3 antagonist	GLP-1R agonist	D3 ag	GLP1R inv ag
CC(Cl)C(=O)NNC(=O)CNS(=O)(=O)c1ccccc1 (stereo not given)	-1%	6%	1%	-7%	i	3	5%	0	-1%
CC(C)c1ccc(NC(=O)C2CCCN(S(=O)(=O)c3cnc[nH]3)C2)cc1 (stereo not given)	-11%	12%	-8%	0%	-21%	29	2%	-2	?

Additional results follow.
SMILES	TDP-43 yeast inh	KB-V1 MDR tox	HEK293 tox	aSyn yeast inh	PTHR1 ag	DRD3 antagonist	GLP-1R agonist	D3 ag	GLP1R inv ag
COC(=O)c1sccc1OC(C)C(C)=O (stereo not given)	-11%	-2%	-15%	-13%	i	12	-8%	-1	-5%
O=C1CN(C(=O)COC(=O)CCS(=O)(=O)c2ccccc2)c2ccccc2N1	20%	0%	-20%	-2%	i	-14	-2%	-14	-22%
O=C(NCc1ccccc1)C(=O)NCC(c1cccs1)S(=O)(=O)c1ccccc1 (stereo not given)	4%	-18%	3%	.	-63%[inhibitor]	.	.	-9	8%
COC(=O)c1sccc1S(=O)(=O)N(CC(=O)Nc1ccccc1C)c1ccc(Cl)cc1	-10%	-7%	5%	.	i	.	.	-9	?
COc1cccc(/C=N\NC(=O)C2=NNC(=O)C2C)c1O (stereo not given)	11%	-19%	15%	1%	-22%	13	8%	6	1%
Cc1ccc(CCN2CC(C(=O)NCCCN(C)Cc3ccccc3)CC2=O)cc1 (stereo not given)	7%	-7%	-2%	0%	i	33	-5%	0	?
COc1cccc2c3c(c(C)nc12)CCN3c1ccccc1	16%	?	-2%	-5%	-13%	0	6%	2	?
Cc1c(C(=O)N2CCCCC2)c(S(=O)(=O)N2CCc3ccccc32)c(C)n1C	2%	?	-6%	-3%	i	-13	-5%	-5	16%
CNC(=O)CS(=O)(=O)CC(=O)Nc1cc(OCCOC)c(Cl)cc1Cl	9%[9.22 µM]	27%	-4%[7.66 µM]	0%	i	7	6%	0	0%[7.66 µM]
CCOc1ccc2nc(N3CCC(C(=O)N4CCN(C5CCCCC5)CC4)CC3)sc2c1	-2%	9%	-11%	-3%	-53%	0	9%	-5	35%[activator]
O=C(NCCc1ccccc1Cl)c1ccc(Cn2c(=O)c3cccn3c3cccnc32)cc1	?	.	-20%	.	i	.	.	13	-14%
O=C(CN1CCN(CC(=O)Nc2ccccc2Cl)CC1)NCC1(N2CCOCC2)CCCCC1	-17%	-4%	-4%	5%	i	5	1%	7	-5%
O=C(NCc1ccc(Cl)cc1)C1CCN(c2nnc(N3CCCC3=O)s2)CC1	24%	0%	2%	3%	-21%	21	-1%	6	12%
COCCn1c(SCC(=O)c2ccc(C)cc2C)nc2cc(C(=O)NC3CCCC3)ccc2c1=O	6%	-10%	4%	.	i	.	.	-4	17%
CC(C)c1ccc2oc(-c3cc(NC(=O)c4cccnc4)ccc3Cl)nc2c1	16µM*	-28%	?	.	i	.	.	7	?
NNC(=O)c1ccc(Oc2cc(Cl)cc(Cl)c2)o1	?	8%	3%	1%	-52%[inhibitor]	-10	-4%	-7	-23%
CCC(Sc1nnc(-c2ccc(OC)cc2)c(-c2ccc(OC)cc2)n1)C(=O)NC1CCCCC1 (stereo not given)	11%	0%	-4%	.	i	.	.	-4	2%
CN1CCN(NC(=O)c2c(-c3ccccc3)sc3ccccc23)CC1	30%	0%	5%	3%	3%	1	4%	-23	-23%
Cc1cc(C)n(-c2nnc(Nc3ccc(C)c(Cl)c3)c3ccccc23)n1	-9%	-25%	3%	.	-48%[inhibitor]	.	-2%	-10	?
COc1ccc(-c2coc3cc4oc(=O)cc(-c5ccccc5)c4cc23)cc1F	0%	?	-21%	7%	-34%	50	2%	-2	-8%
CC(=O)c1ccc(NC(=O)c2nc3ccccc3nc2N2CCCCC2)cc1	?	2%	-5%	.	i	.	.	10	-6%
CC1=C(C(=O)OCC2CCCO2)C(c2ccccc2)NC(=O)N1 (stereo not given)	-21%	-24%	7%	-1%	-5%[57.5 µM]	-8	0%	-2	-2%
CCCCOc1ccc(C(=O)Nc2ccc3c(c2)C(=O)NC3=O)cc1	9%	6%	9%	1%	-22%	-4	-2%	-1	10%
Cc1ccc(NC(=O)C(C)OC(=O)/C=C/c2ccccc2)cc1 (stereo not given)	8%	18%	-16%	-7%	-26%	-1	1%	-3	-23%
O=C(c1cc(COc2cccc(C(F)(F)F)c2)on1)N1CCCC1	?	21%	0%	0%	-26%	-5	-5%	0	-6%
O=C(NC1=NCCS1)c1cccc(OC(F)F)c1	29%	9%	-14%	-14%	-60%[inhibitor]	-3	-7%	-3	-22%
CC(=O)c1nnn(-c2cccc(C#N)c2)c1C	-17%	-23%	-1%	-1%	-15%	9	5%	-8	-15%
CCOc1ccc(N(Cc2ccccc2)C(=O)c2nc(SC)ncc2Cl)cc1	5%	?	2%	.	-66%[inhibitor]	.	.	-23	?

Bioassay records (PubChem BioAssay)
